Ub-GFP proteasome = ubiquitin-GFP accumulation via proteasome inhibition | AID 526 | Potency, µM (highest dose often 45.9 µM), for the others: at the highest dose activation (GFP accumulation), actives largely listed as activators | Ubiquitin-GFP reporter cells, proteasome inhibition, GFP fluorescence; response scale: untreated = 0%, 10 µM MG-132 = 100% | 67,000 tested, under 10 active; active = well fitted activation curve with a large enough effect, not every such curve was filed as active; inconclusive = small, poorly fitted or top-dose-only effect, or another doubt; inactive = no such curve, though single readings can be large or run the other way; note: potency is the fitted concentration of half-maximal effect
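Proteasome blockade was scored as a rise in GFP-expressing U2OS cells carrying a ubiquitin(G76V)-GFP construct, imaged after 4 hr compound treatment at 37 °C across a 46 uM–2.9 nM series.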
Hsp90 Hop PPI = changes Hsp90-Hop TPR2A binding signal, up or down | 71,000 compounds, 0.44% hits | Potency, µM (top dose mostly 57 µM), inactives show at the top dose activity change, negative = inhibition | AlphaScreen TPR2A-His6 binding biotin-Hsp90 C-terminal peptide; active = well fitted curve in either direction with a large enough effect; inconclusive = small, poorly fitted or top-dose-only effect, or another doubt; note: potency is the fitted concentration of half-maximal effect; % is set by controls: 0 for no effect and ±100 for the full control effect; many of its hits are not listed in these tables
GFP derepression = derepresses silenced GFP locus in mouse C127i cells; mouse C127i GFP locus derepression, cytometry, 30 h; Potency, µM (top dose mostly 46.1 µM), inactives show top-dose GFP derepression (activation); AID 597; 68,000 compounds, 0.09% hits; note: % of control where 0% means no effect
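Locus derepression in mouse mammary C127i cells whose integrated CMV-GFP reporter is normally silent; GFP expression after 30 h compound treatment was quantified by counting fluorescent cells.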
USP2a inhib = inhibitors of human ubiquitin-specific protease USP2a | O75604 | USP2a enzymatic assay, qHTS inhibition | Potency, µM (series often up to 38.3 µM), for inactives: top-dose activity change, negative = inhibition, most hits filed as inhibitors | 60,000 compounds, 0.1% hits;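 note: potency is the fitted concentration of half-maximal effect; nearly all actives have a fitted effect of over 60% in size; plate controls were DMSO for no effect and NEM full inhibition control for full effect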
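Coupled readout: USP2-cleaved Ub-PLA2 (20nM final) turns over NBD C6-HPC (20uM final), Ex 460nm/Em 535nm after 2.5 h, time-zero read flagging artifacts. Enzyme (20nM final, pH 8.0 Tris) given 30 min RT with compound first; NEM defines full inhibition.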
CRE Fsk mod = CRE-bla signaling modulation under forskolin stimulation. CHO CRE-bla reporter (cAMP response element driving beta-lactamase), forskolin EC10, beta-lactamase ratio. 71,000 compounds, 2.5% hits. Potency, µM (highest dose often 38.2 µM), for the others: top-dose activity change, negative = inhibition, usual class: activators; active = well fitted activation curve with a large enough effect in the signal ratio, with a control signal flat, not every such curve was filed as active; inconclusive = small, poorly fitted or top-dose-only effect, or effect the other way, or a change in a side signal; the % refers to the signal ratio; note: potency is the fitted concentration of half-maximal effect; % of control where 0% means no effect
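Modulation of forskolin signalling: compounds in titration series added with EC10 NKH 477 to CHO cells carrying a CRE-driven beta-lactamase reporter, 3 h, 37C. CCF4 FRET ratio (460/530 nm, ex 405 nm) gives %activity and AC50.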
ALOX15 inhib = 15-hLO (ALOX15) enzyme inhibition. purified 15hLO-1, xylenol orange hydroperoxide absorbance. 74,000 compounds, 1.4% hits. Potency, µM (titrated, usually from 57.1 µM), for inactives: top-dose activity change, negative = inhibition, usual class: inhibitors. AID 887; note: potency is the fitted concentration of half-maximal effect; % is set by controls: 0 for no effect and ±100 for the full control effect; nearly all actives have a fitted effect of over 55% in size
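Hydroperoxide formed from arachidonic acid (50 uM) by purified human 15hLO-1 (40 nM) oxidizes ferrous iron, and the ferric-xylenol orange complex is read at 573 versus 405 nm. Compounds were preincubated 15 min; reaction ran 6 min at room temperature.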
BRCT inh red = inhibitors of human BRCA1 BRCT-phosphoprotein interaction (red fluorophore); P38398; Potency, µM (titrated, usually from 76.9 µM), without a hit: at the highest dose activity change, negative = inhibition, most hits filed as inhibitors; 75,000 compounds, 0.03% hits; BRCT-phosphopeptide binding, red fluorescence polarization; note: % is set by controls: 0 for no effect and ±100 for the full control effect
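Rhodamine-labelled pBACH1 10-mer (100 nM) bound to BRCT domain (100 nM) at pH 7.3; compounds incubated 12 min room temperature, polarization read. Free peptide defines full inhibition; unlabelled decapeptide titrated as control.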
HBB splicing = alters splicing of the hemoglobin beta chain; 65,000 compounds, 0.06% hits; AID 925; HBB splicing reporter cell assay, activation; EGFP reporter with mutant IVS2-654 intron; response scale: normalised to 500 nM splice-correcting PNA; Potency, µM (titrated, usually from 46.1 µM), for inactives: at the highest dose activation, usual class: activators; note: potency is the fitted concentration of half-maximal effect; 0% is about no effect
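Compounds were applied for 2 days to HeLa EGFP-654 cells, 500/well in Optimem with 2% FCS. The reporter's EGFP is disrupted by mis-splicing of beta-globin intron IVS2-654. Readout: summed well GFP fluorescence from 488 nm laser scanning; reference was 500 nM antisense […] 654 PNA.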
DNA Pol III inh = inhibitors of bacterial DNA polymerase III holoenzyme; Potency, µM (highest dose often 57.1 µM), for the others: at the highest dose activity change, negative = inhibition; reconstituted DNA polymerase III holoenzyme replication, biochemical; 71,000 compounds, 0.25% hits; AID 603; note: potency is the fitted concentration of half-maximal effect; % is set by controls: 0 for no effect and ±100 for the full control effect
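Reconstituted *E. coli* holoenzyme (0.35 nM Pol III, 1 nM beta, 154 nM SSB, 2 nM primase) was preincubated with compound for 15 min at RT. Synthesis on 1.4 nM ssM13Gori ran 35 min, then was stopped with PicoGreen/EDTA and read as dsDNA fluorescence.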
HADH2 inhib = inhibitors of human HADH2 dehydrogenase; AID 886; recombinant HADH2, NADH fluorescence, beta-hydroxybutyryl-CoA; 73,000 compounds, 3.4% hits; Q99714; Potency, µM (highest dose often 57.1 µM), for the others: at the top dose activity change, negative = inhibition, most hits filed as inhibitors; note: potency is the fitted concentration of half-maximal effect; % is set by controls: 0 for no effect and ±100 for the full control effect; nearly all actives have a fitted effect of over 60% in size; many of its hits are not listed in these tables
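Buffer 100 mM Tris-HCl pH 9.0/0.01% Tween-20; HADH2 20 nM; NAD+ 1 mM; beta-hydroxybutyryl-CoA 90 uM (all final). 15 min cpd preincubation, RT.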
BRCT inh green = inhibitors of human BRCA1 BRCT-phosphoprotein interaction (green fluorophore); P38398; BRCA1 BRCT-phosphopeptide binding, green fluorescence polarization; Potency, µM (highest dose often 76.9 µM), without a hit: at the highest dose activity change, negative = inhibition, usual class: inhibitors; 75,000 compounds, 0.05% hits; AID 875;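 note: potency is the fitted concentration of half-maximal effect; plate controls were peptide without protein for full effect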
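Compounds were incubated for 12 min at room temperature with a complex of 100 nM fluorescein-tagged pBACH1 decapeptide and 250 nM His-tagged BRCT protein. Buffer was phosphate pH 7.3 with EDTA, DTT and Tween 20. Disruption of binding lowers the polarization signal.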
* hit, by the source's call; ? = inconclusive; nt = no result given; [ ] = another dose, or the depositor's remark. Unless noted, calls come from the whole dose curve; as a rule, active = well fitted curve in the direction sought with a large enough effect; inconclusive = small, poorly fitted or top-dose-only effect, or another doubt; inactive = no such curve, though single readings can be large; an effect the other way counts as inactive or inconclusive. The list is partial, so the mix of outcomes need not match the whole.

SMILES	Ub-GFP proteasome	Hsp90 Hop PPI	GFP derepression	USP2a inhib	CRE Fsk mod	ALOX15 inhib	BRCT inh red	HBB splicing	DNA Pol III inh	HADH2 inhib	BRCT inh green
O=C1CCCN1Cc1ncnn1-c1ccccc1	6.5%	-0.3%	0.0%	-2.9%	-11.2%	12.2%	0.1%	3.0%	2.6%	11.5%	-0.8%
CCCC(=O)N(CCc1ccccc1)Cc1nc2ccccc2c(=O)[nH]1	-1.8%	-0.9%	-1.0%	55.7%[activator]	-5.9%	6.7%	0.8%	nt	-1.4%	16.3%	-1.4%
CC(C)NC(=O)Cn1nnc(-c2cccc(NC(=O)c3ccccc3F)c2)n1	-5.4%	?	0.0%	-1.1%	-9.0%	-23.3%	-1.0%	-0.1%[57.5 µM]	-12.7%	46.4%[activator]	-6.8%
CCCOc1ccc(N2C(=O)CC(NCCCN3CCC(C(N)=O)CC3)C2=O)cc1 (configuration not stated)	-10.0%	-1.4%	2.7%	8.7%	-4.0%	6.0%	0.3%	-0.6%	-2.0%	1.6%	0.1%
C(=N\c1nc2ccccc2n1Cc1ccccc1)/c1cccs1	9.6%	-19.5%	4.1%	-4.2%	1.2%	4.3%	-0.7%	-0.5%[9.22 µM]	-3.0%	-3.3%	0.3%
COc1ccc(-n2c(C)cc(C(=O)Cn3c(NCCO)nc4ccccc43)c2C)cc1	-4.3%	-12.9%	1.9%	16.7%	-10.3%	-21.2%	0.0%	0.1%[57.5 µM]	?	15.6%	-0.4%
CCN=C1SC(CC(=O)NC(N)=O)C(=O)N1CC (configuration not stated)	0.0%	-7.1%	-1.0%	2.8%	-5.0%	1.0%	0.1%	-2.0%	0.0%	3.6%	-3.1%
Cc1ncc2c(c1O)COP(=O)(O)OC2	-2.6%	-4.1%	-0.4%	nt	-9.6%	-2.7%[25.6 µM]	1.6%	nt	-0.7%	-1.5%	-3.4%
O=C(Nc1ccccn1)c1cccc(S(=O)(=O)N2CCCCC2)c1	1.2%[9.17 µM]	-3.6%[11 µM]	4.2%	2.0%[7.66 µM]	?	0.4%[11.4 µM]	0.3%	-0.6%[0.0738 µM]	-0.5%[11.4 µM]	2.1%[11.4 µM]	-1.4%
CCn1c(SCC(=O)c2ccc(C)cc2)nnc1-c1ccoc1C	5.6%	-6.2%	0.0%	-11.9%	0.1%	-21.3%	0.6%	nt	-9.5%	-0.2%	-0.7%
Nn1c(SCC(=O)Nc2cccc(F)c2)nnc1C1CCCCC1	-8.1%	-3.9%	3.8%	5.1%	-14.6%	-1.2%	0.1%	1.4%[0.369 µM]	-0.8%	-0.3%	-0.5%
O=C(Nc1cccc(Cl)c1N1CCCCC1)c1ccc2c(c1)OCCO2	3.3%	6.3%	0.0%	-1.2%	?	-5.3%	0.8%	2.3%	5.1%	0.5%	-2.8%
N#CC(C(=O)C1CCCCC1)c1nc2ccccc2[nH]1 (configuration not stated)	12.5%	-4.3%	5.4%	-1.7%	19.0%	5.8%	0.3%	0.2%[57.5 µM]	-5.0%	-9.5%	-0.6%
CCOCCn1cnc2sc(C(=O)Nc3nc(C)c(C(=O)OCC)s3)c(C)c2c1=O	0.0%	0.1%	4.4%	9.9%	7.9%	4.8%	0.0%	-0.4%	-3.5%	5.0%	0.3%
CCn1c(SCC(=O)Nc2cc(NC(C)=O)ccc2OC)nnc1-c1ccccn1	16.2%	?	4.6%	10.5%	?	2.0%	-0.4%	-0.4%	-1.6%	2.0%	-1.1%
Clc1c(CSc2nc3ccccc3o2)nc2ccccn12	0.2%	2.6%	2.8%	16.0%	?	1.2%	-3.1%	0.1%[57.5 µM]	-1.8%	-26.3%	-0.2%
CCNC(=O)c1nc[nH]c1C(=O)NCC	-2.0%	-1.3%	-1.4%	5.3%	4.5%	10.9%	0.3%	2.6%	4.2%	-0.8%	1.0%
COc1ccccc1-n1c(SC)nc(O)cc1=O	-8.6%	-0.9%[2.3 µM]	nt	nt	-10.9%	-0.4%	0.7%	0.0%	-0.8%	-10.0%	-1.9%
CC(=O)c1ccc(NC(=O)CCc2c(C)nc3ncnn3c2C)cc1	-3.6%	-1.8%	-2.3%	0.1%	-2.0%	-1.9%	-2.4%	-0.1%	-0.5%	-18.2%	0.0%
Cc1cc(C)cc(OCC(=O)NC2=NCCS2)c1	0.0%	-1.3%	2.6%	-5.4%	-4.5%	3.6%	0.6%	-0.7%	-6.1%	1.5%	0.3%
CCOC(=O)[C@H]1CCC[C@@H](NS(=O)(=O)c2ccc(NC(C)=O)cc2)C1	6.6%	4.0%	0.0%	5.4%	1.4%	6.2%	0.4%	-0.2%[57.5 µM]	-6.4%	10.8%	-2.5%
O=C(NC1CCN(Cc2ccccc2)CC1)C1CCN(S(=O)(=O)c2cccc3nsnc23)CC1	-4.0%	-3.2%	-2.8%	11.6%	-23.2%	1.3%	0.0%	-0.5%	0.6%	4.6%	-4.5%
COC(=O)Cc1c(C)nc2nc[nH]n2c1=O	-1.0%	-0.6%	-2.2%	0.8%	1.7%	5.1%	-0.7%	-1.3%[57.5 µM]	0.8%	-4.2%	-6.1%
CC(Sc1nc(N(C)C)nc(N2CCOCC2)n1)C(=O)Nc1ccccc1 (configuration not stated)	-3.1%	-6.7%	1.6%	20.4%	?	0.0%	1.3%	-0.4%	-1.9%	13.4%	-0.1%
COc1cc(-c2nnc(-c3ccncc3)o2)ccc1OCc1ccccc1	3.9%	-1.4%	0.0%	38.9%[activator]	?	0.8%	-1.1%	nt	4.2%	6.0%	-0.6%
O=C(c1ccc(Cn2c(=O)[nH]c3ccccc3c2=O)cc1)N1CCN(c2ccc(Cl)cc2)CC1	-5.9%	-10.4%	0.0%	27.7%	-27.6%	-22.0%	0.9%	-0.7%	2.8%	4.7%	-1.5%
CC1CCN(C(=O)COc2ccccc2F)CC1	-13.0%	1.0%	-3.3%	6.0%	2.3%	3.2%	0.1%	0.4%	4.8%	-1.9%	0.0%
CCOc1ccc(C(=O)c2ccc(OCC)c(N)c2)cc1N	-8.2%	-7.3%	2.5%	3.6%	18.9%	0.3%	1.0%	-7.6%	-3.6%	0.2%	0.0%
Cc1cc(C(=O)N2CCc3ccccc32)c2cc(F)ccc2n1	14.3%	-2.5%	-5.3%	26.4%	?	-0.6%	-1.2%	1.4%[1.84 µM]	12.1%	2.8%	0.5%
Nc1nc(N2C(=O)C3CC=CCC3C2=O)nn1-c1ccccc1 (configuration not stated)	1.7%	-3.6%	2.1%	43.3%[activator]	3.7%	-3.6%	0.9%	-1.8%[57.5 µM]	-0.9%	13.9%	-0.7%
CCC(=O)Nc1ccc(Cl)c(NC(=O)C(C)C)c1	0.0%	-6.0%	-4.8%	3.1%	4.6%	7.2%	-0.1%	0.4%	-3.5%	3.1%	-1.7%
Cn1c(=O)[nH]c(=O)c2c1nc(NC1CCCCC1)n2CC(=O)NC1CCCCC1	10.7%	0.1%	0.0%	0.3%	0.3%	4.1%	2.5%	-4.1%[1.84 µM]	-1.2%	6.5%	-0.6%
C=CCn1sc(N)c(C(=O)OCC)c1=S	2.6%	-6.7%	1.2%	-7.8%	?	0.8%	-2.2%	-0.8%	-7.9%	-1.5%	-4.9%
CS(=O)(=O)N(CC(=O)NCc1cccnc1)Cc1ccc(Cl)cc1	1.5%	-3.5%	1.6%	-2.6%	-6.6%	0.7%	0.3%	-1.6%	-4.7%	-4.7%	-0.7%
Cc1nn(Cc2ccccc2)c2sc(C(=O)N3CCN(Cc4ccc5c(c4)OCO5)CC3)cc12	-4.3%	-8.7%	1.0%	19.8%	-11.3%	-11.9%	-0.5%	0.0%[57.5 µM]	-0.8%	5.0%	-0.8%
CCC(=O)N1CCc2cc(S(=O)(=O)NC(C(=O)N3CCc4ccccc4C3)C(C)C)ccc21 (configuration not stated)	-2.4%	2.1%	0.0%	18.5%	?	-8.9%	-1.8%	-4.7%	-0.1%	-1.3%	-0.1%
CCOC(=O)c1nnn(CC(=O)Nc2cccc(Cl)c2C)c1C(=O)OCC	4.1%	-3.3%	2.1%	17.2%	-5.8%	-3.3%	0.2%	-1.0%	-1.1%	4.1%	-0.6%
O=C(CSc1n[nH]c(C2CCCC2)n1)NC1CCCC1	4.3%	-0.6%	-0.1%	0.1%	-5.5%	-3.1%	-1.6%	nt	-2.5%	7.0%	-2.1%
